# CIT2 TOR yeast: alters CIT2-GFP fluorescence in TOR pathway yeast screen; S. cerevisiae CIT2-GFP strain, flow cytometry, 3 h; 100 means same as DMSO wells; GFP response vs DMSO, % at 10 µM; 0.065% of 320,000 active; AID 2029;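 active means GFP response relative to DMSO above a set limit, near the screen mean plus 3 SD, cut at about 150% in these data; inconclusive means Fewer than 70 cells measured for a yeast strain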;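 further: ratio of well median GFP fluorescence to mean of DMSO wells on the plate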
# VLA-4 inh: inhibition in a human VLA-4 binding assay; P13612; VLA-4 expressing cells, ligand binding flow cytometry; inhibition, % (about 7 µM as worked out from the volumes in the protocol); 0.2% of 330,000 active; in the data active means inhibition above about 50%
# Target sequence (P13612 whole entry, looked up): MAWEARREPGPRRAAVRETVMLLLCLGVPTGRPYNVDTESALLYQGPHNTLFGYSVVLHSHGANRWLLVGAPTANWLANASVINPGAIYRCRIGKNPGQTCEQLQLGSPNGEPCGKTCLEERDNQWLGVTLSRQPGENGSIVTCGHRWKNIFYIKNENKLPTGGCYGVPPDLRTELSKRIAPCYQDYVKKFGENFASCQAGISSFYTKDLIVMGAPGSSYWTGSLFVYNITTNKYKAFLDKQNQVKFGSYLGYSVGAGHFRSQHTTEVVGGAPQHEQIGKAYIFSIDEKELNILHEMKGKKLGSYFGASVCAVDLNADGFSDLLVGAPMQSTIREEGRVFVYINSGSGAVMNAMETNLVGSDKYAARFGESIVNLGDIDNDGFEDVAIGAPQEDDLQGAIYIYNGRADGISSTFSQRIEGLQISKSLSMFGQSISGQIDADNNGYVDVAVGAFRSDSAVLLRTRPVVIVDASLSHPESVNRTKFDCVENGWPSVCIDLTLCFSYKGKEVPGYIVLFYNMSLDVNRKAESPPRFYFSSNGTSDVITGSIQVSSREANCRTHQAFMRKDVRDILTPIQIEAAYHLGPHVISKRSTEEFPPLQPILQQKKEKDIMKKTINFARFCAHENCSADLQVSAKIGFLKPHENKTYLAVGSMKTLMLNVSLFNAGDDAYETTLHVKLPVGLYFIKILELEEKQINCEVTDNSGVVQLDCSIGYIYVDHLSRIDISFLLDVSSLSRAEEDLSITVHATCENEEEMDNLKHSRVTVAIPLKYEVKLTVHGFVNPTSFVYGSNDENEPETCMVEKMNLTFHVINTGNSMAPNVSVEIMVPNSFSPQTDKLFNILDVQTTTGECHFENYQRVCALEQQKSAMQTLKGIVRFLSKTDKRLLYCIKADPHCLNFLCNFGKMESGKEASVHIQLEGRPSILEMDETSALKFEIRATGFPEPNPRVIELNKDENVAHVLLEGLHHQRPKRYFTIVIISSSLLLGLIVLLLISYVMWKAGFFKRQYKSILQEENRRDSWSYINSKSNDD
# MEP2-GFP yeast: modulators of TOR pathway MEP2-GFP in S. cerevisiae. 0.51% of 330,000 active. S. cerevisiae MEP2-GFP strain, flow cytometry GFP, 3 h; 100% = DMSO control level. GFP response vs DMSO, % at 10 µM. AID 2016;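 active means GFP response versus DMSO above a set limit, roughly screen mean plus 3 SD, cut at about 180% in these data; inconclusive means fewer than 70 cells counted for a yeast strain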;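 further: median GFP fluorescence of the barcode-gated MEP2-GFP cells per well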
# GRK2 inh: inhibitors of human GRK2 displacing RNA aptamer; P25098; inhibition of aptamer binding, % at 10 µM; 0.59% of 330,000 active; bead flow cytometry, FAM-aptamer displacement from GRK2;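 active means inhibition of aptamer binding above 40%, roughly 3 SD of noise, on plates passing a quality check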;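 further: median bead fluorescence of bound FAM aptamer so fluorescent compounds give negative values; no value below 0 was filed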
# LAP4-GFP MLPCN: yeast TOR pathway LAP4-GFP modulation. S. cerevisiae LAP4-GFP multiplex, flow cytometry GFP, 3 h; median GFP as percent of DMSO wells. GFP response vs DMSO, % at 10 µM. 0.34% of 320,000 active;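 active means GFP response vs DMSO above a set limit, about the screen mean plus 3 SD, cut at about 150% in these data; inconclusive means under 70 cell events counted for the yeast strain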
# RPL19A-GFP yeast: yeast TOR pathway RPL19A-GFP modulation; S. cerevisiae RPL19A-GFP strain, flow cytometry, 3 h; hits give low values; percent response vs DMSO, % at 10 µM; 0.3% of 330,000 active; AID 2025;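 active means percent response vs DMSO below 50%; inconclusive means fewer than 70 events counted for the yeast strain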;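 further: median channel GFP fluorescence of the barcoded RPL19A-GFP strain; ratio of sample median GFP to plate DMSO average so 100% = DMSO; lower means less RPL19A-GFP as with rapamycin TOR inhibition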
# GASC-1 inh: human JMJD2C demethylase inhibition | Q9H3R0 | GST-JMJD2C(1-420) H3K9me3 demethylation, DELFIA europium | inhibition, % at 2.35 µM | 0.069% of 330,000 active | AID 2099;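 active means more than half of a compound's replicate wells show inhibition beyond 50%, single wells judged on their own value; inconclusive means some, but no more than half, of replicates pass 50% inhibition; inactive means no replicate passes 50% inhibition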;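 further: signal counts dimethyl H3K9 product captured on neutravidin plate; 0% = median of DMSO wells and 100% = 0.3 times that DMSO median; strong numbers were not always called active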
# AGP1-GFP MLPCN: modulators of TOR pathway AGP1-GFP in S. cerevisiae; S. cerevisiae AGP1-GFP multiplex flow cytometry, 3 h; GFP as percent of DMSO wells; GFP response vs DMSO, % at 10 µM; 0.02% of 320,000 active;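 active means GFP response relative to DMSO above a set limit, near screen average plus 3 SD, cut at about 150% in these data; inconclusive means fewer than 70 cells counted for the yeast strain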;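 further: median GFP channel fluorescence of the gated AGP1 strain per well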
# * = called active by the depositor; ? = inconclusive; . = not tested or not shown; & = joins results of further samples; [ ] = remark or other dose.
entry	Molecule	CIT2 TOR yeast	VLA-4 inh	MEP2-GFP yeast	GRK2 inh	LAP4-GFP MLPCN	RPL19A-GFP yeast	GASC-1 inh	AGP1-GFP MLPCN
1	CCOc1ccc(/C=N/OC(C)C(=O)NCc2ccc3c(c2)OCO3)cc1 (stereo unspecified)	104.3	2.4	117.0	0.0	102.5	108.7	-2.2	113.0
2	O=C(Nc1c2c(nc3ccccc13)CCCC2)c1cccc([N+](=O)[O-])c1	107.4	5.2	106.3	1.0	103.0	104.6	-4.8	103.3
3	O=S(=O)(c1ccccc1)c1ccc(NCc2ccco2)cc1	103.3	-1.4	104.3	1.0	116.5	98.8	15.2	105.5
4	COc1ccc(/C=N/Nc2nnc(-c3ccccc3)c(=O)[nH]2)cc1	87.9	5.3	92.8	1.0	100.2	95.2	-20.0	110.6
5	O=C(CCN1C(=O)C2C3C=CC(C3)C2C1=O)N1CCN(c2ccc([N+](=O)[O-])cc2)CC1 (stereo unspecified)	109.8	-0.8	120.2	1.0	109.8	100.0	0.6	101.8
6	CCOC(=O)c1cnn(-c2ccccc2)c1-n1cccc1C(=O)C(=O)Nc1ccc(F)cc1	101.5	20.9	103.6	0.0	102.7	104.0	-2.5	109.0
7	Cc1nc2ccccc2nc1N/N=C/c1ccc(O)cc1	98.6	-2.0	105.0	1.0	98.2	104.3	0.0	97.3
8	COc1ccccc1NC(=O)CSc1nnc(C2CCCCC2)n1-c1ccccc1	83.1	-10.2	95.4	0.0	101.5	92.3	-0.1	94.1
9	COc1ccc2c(c1)c(=O)oc1cc(OC(C(=O)O)c3ccccc3)ccc12 (stereo unspecified)	102.2	0.6	107.2	4.0	96.8	103.6	-29.5	99.6
10	Fc1cccc(NC(=S)NCc2ccccc2Cl)c1	76.7	-0.3	100.4	0.0	110.5	97.6	4.3	96.1
11	O=C(Nc1ccc(Br)cc1)/C(=C/c1cccc([N+](=O)[O-])c1)NC(=O)C1CCCCC1	97.0	2.7	99.2	2.0	99.5	99.6	5.5	101.2
12	COc1ccc(C(=O)Nc2c(N)nc[nH]c2=O)cc1	.	18.9	181.5*	2.0	.	65.5	4.0	.
13	O=C1c2cccc3c([N+](=O)[O-])ccc(c23)C(=O)N1c1ccc(Cl)cn1	?	-32.7	348.9*[may fluoresce violet]	0.0	249.0*[may fluoresce violet]	117.8[may fluoresce violet]	2.8	53.7[may fluoresce violet]
14	COc1ccccc1Cn1c(=S)[nH]c2cc(C(=O)NCCN3CCOCC3)ccc2c1=O	102.3	1.1	97.5	1.0	98.1	91.7	-0.7	97.2
15	CC1CN(C(=O)CCNC(=O)c2ccc(Cl)cc2)CC(C)O1 (stereo unspecified)	98.8	13.0	97.8	5.0	77.3	75.9	27.2	82.5
16	O=c1cc(-c2ccc(O)cc2)oc2cc(O)c(C3OC(CO)C(O)C(O)C3O)c(O)c12 (stereo unspecified)	89.3	0.6	97.6	2.0	97.2	97.1	-1.4	96.4
17	CCN(CC(=O)Nc1ccc(NC(C)=O)cc1)C(=O)CCCc1nc2ccccc2c(=O)[nH]1	90.0	0.1	96.9	1.0	104.8	95.6	-8.4	99.8
18	CCCCN(CCCC)CC(O)COc1ccc(Br)cc1 (stereo unspecified)	105.6	-2.7	98.7	0.0	109.4	97.0	61.2	103.8
19	COc1ccc(CN2C(=NC(=O)c3ccccc3)SC3CS(=O)(=O)CC32)cc1OC (stereo unspecified)	102.5	20.5	100.2	0.0	96.7	99.3	-5.9	100.0
20	O=C(NNC(=S)Nc1ccc(Cl)c(Cl)c1)c1ccccn1	95.5	3.5	92.6	3.0	110.6	94.1	8.0	96.1
21	C/C(=N\NC(=O)c1ccc(CN(C)S(=O)(=O)c2ccc(C)cc2)cc1)c1ccc(OC(F)F)cc1	117.3	3.7	109.4	0.0	107.2	113.4	1.8	119.0
22	Cc1ccc(CNC(=O)CCCn2c(=O)c3ccccc3n(CC(=O)NC3CCCC3)c2=O)cc1	94.9	15.2	95.1	4.0	91.4	94.9	-5.1	96.2
23	CC(C)(CNC(=O)Cc1ccc(NS(=O)(=O)c2cccc(C(F)(F)F)c2)cc1)N1CCOCC1	99.8	-6.3	102.6	0.0	105.2	97.7	-19.3	107.9
24	OCC1(CCCc2ccccc2)CCN(C2CCC2)CC1	101.2	16.6	107.4	0.0	90.2	102.2	14.7	97.8
25	CCOc1ccc(CN2CCN(Cc3cccn3-c3nccs3)CC2CCO)cc1 (stereo unspecified)	101.1	-1.5	94.1	0.0	105.2	95.9	-9.9	103.3
26	CCOc1cc2[nH]c(=O)n(CCCC(=O)N(C)Cc3ccccc3)c(=O)c2cc1OCC	104.9	0.1	102.3	0.0	109.1	100.1	-25.3	107.5
27	CC(C)CCNC(=O)c1ccc(Cl)c(N)c1	91.4	-11.7	82.2	3.0	86.5	90.2	0.9	92.7
28	CCOC(=O)COc1cc(O)c2c(=O)cc(-c3ccccc3)oc2c1	.	5.2	99.7	0.0	90.8	96.3	-10.4	99.8
29	O=C(NC(=S)N1CCc2ccccc21)c1ccccc1Br	95.4	-3.4	104.7	1.0	102.0	104.1	0.7	100.6
30	CCCCn1c(SCC(=O)NCc2ccc(OC)c(C(=O)O)c2)nc2cc(S(N)(=O)=O)ccc21	99.6	8.2	105.2	0.0	90.5	100.5	-12.4	94.4

# The final 3 records of the section above open the next one.
entry	Molecule	CIT2 TOR yeast	VLA-4 inh	MEP2-GFP yeast	GRK2 inh	LAP4-GFP MLPCN	RPL19A-GFP yeast	GASC-1 inh	AGP1-GFP MLPCN
28	CCOC(=O)COc1cc(O)c2c(=O)cc(-c3ccccc3)oc2c1	.	5.2	99.7	0.0	90.8	96.3	-10.4	99.8
29	O=C(NC(=S)N1CCc2ccccc21)c1ccccc1Br	95.4	-3.4	104.7	1.0	102.0	104.1	0.7	100.6
30	CCCCn1c(SCC(=O)NCc2ccc(OC)c(C(=O)O)c2)nc2cc(S(N)(=O)=O)ccc21	99.6	8.2	105.2	0.0	90.5	100.5	-12.4	94.4
31	CCCN(CC(=O)Nc1ccccc1C)C(=O)c1ccc2[nH]c3c(c2c1)CC(C)CC3 (stereo unspecified)	96.5	-6.0	99.6	1.0	106.8	98.7	11.0	98.8
32	CN(C)c1ccc(O)c2c1CC1CC3[C@@H](N(C)C)C(=O)C(C(N)=O)C(=O)[C@]3(O)C(=O)C1C2=O (stereo partly specified)	102.9	12.7	104.1	19.0	102.5	105.2	.	109.1
33	COc1ccc(CCN2CC(C(=O)NCCN3CCOC3=O)CCC2=O)cc1 (stereo unspecified)	97.4	-14.8	100.1	0.0	92.5	98.8	9.0	102.0
34	O=C(CCN1C(=O)C2C3C=CC(C4CC34)C2C1=O)OCC(=O)c1ccccc1 (stereo unspecified)	90.9	-1.3	105.3	0.0	101.0	102.7	0.8	98.3
35	CNc1ccccc1C(=O)OCC(=O)Nc1ccc2c(c1)OCO2	87.2	1.1	100.5	2.0	128.5	101.7	-4.1	111.0
36	CCOC(=O)COn1c(=O)c(-c2ccc(OCC)cc2)[n+]([O-])c2ccccc21	103.6	2.2	105.3	5.0	96.8	104.0	-5.2	102.7
37	CC1(C)CC(=S)Nc2ccccc2S1	93.7	12.0	99.9	1.0	118.1	96.9	-36.2	103.8
38	COC(=O)Nc1snnc1C	106.1	8.4	100.3	2.0	113.2	99.3	-78.8	110.0
39	CCN1CCN(C(=O)CN2C(=O)COc3ccc(C)cc32)CC1	105.2	0.3	109.7	1.0	101.6	103.3	-39.4	100.1
40	COc1ccc2cc(OCC(=O)NNC(=O)Nc3ccc(C(C)=O)cc3)ccc2c1	104.7	1.4	109.3	0.0	105.0	95.8	-22.5	102.1
41	Cc1cc(OC(C)C(N)=O)nc(-c2ccccc2)n1 (stereo unspecified)	99.3	-7.4	102.5	0.0	99.6	104.1	5.8	104.8
42	CC(C)C(NS(=O)(=O)c1cccc(C(F)(F)F)c1)C(=O)N1CCc2ccccc2C1 (stereo unspecified)	91.2	7.1	92.7	2.0	84.3	95.3	3.8	85.1
43	S=c1[nH]nc(-c2ccccn2)n1/N=C/c1cccc(Cl)c1	95.6	21.8	99.6	0.0	103.9	101.2	-8.3	99.0
44	COc1ccc(C(=O)NCN2CCN(c3ccccc3)CC2)cc1OC	85.0	33.5	101.1	3.0	97.0	93.7	-2.5	94.5
45	CCN(CC)S(=O)(=O)c1ccc(N2CCOCC2)c(NC(=O)CCC2CCCCC2)c1	97.8	-2.2	106.2	4.0	95.4	106.0	0.0	109.1
46	O=C1CCCN=C(Nc2ccc(F)c(Cl)c2)S1	92.4	-0.2	108.9	1.0	121.4	96.0	-1.7	99.6
47	CC(NC=O)c1nc2ccccc2n1CCc1ccccc1 (stereo unspecified)	?	15.4	?	0.0	?	?	0.8	?
48	CSC1=NC2(CC(c3ccccc3)Oc3cc(O)ccc32)CC(C)(C)N1 (stereo unspecified)	107.2	21.6	94.0	0.0	82.7	.	-1.0	101.2
49	C#CCNC(=O)C1=C[C@H](c2ccc3c(c2)OCO3)C[C@H](OCc2ccc(CO)cc2)O1	100.6	28.7	99.5	2.0	95.1	97.4	0.2	108.9
50	CC(C)(C)NC(=O)CSc1nsc(SCC(=O)NC(C)(C)C)c1C#N	.	7.4	103.1	1.0	116.7	109.0	-8.6	105.6
51	CCn1c(SCC(=O)Nc2cccc(NC(=O)c3ccco3)c2)nnc1-c1cccs1	97.5	9.0	101.9	0.0	96.4	98.4	4.2	99.4
52	COc1ccc(Br)cc1CNC(=O)Cn1nc(C)n2cccc2c1=O	112.2	-8.2	103.5	2.0	110.5	107.5	3.5	107.9
53	CCOc1ccc2cc(S(=O)(=O)n3ccnc3C)ccc2c1	92.7	-1.4	99.5	0.0	93.2	90.3	16.7	89.6
54	Cn1c(=O)c(-c2ccccc2)nc2ccccc21	98.9	20.2	96.6	2.0	77.8	84.3	2.5	59.7
55	COc1ccc(CCC(=O)NC2CCCN(Cc3ccc(Cl)cc3)C2)cc1OC (stereo unspecified)	110.8	12.7	108.0	3.0	95.3	105.8	1.7	105.0
56	O=C(Nc1nccs1)c1ccc(-c2ccccc2Cl)o1	107.6	-0.4	110.4	2.0	92.1	99.9	-2.2	99.4
57	Cc1ccccc1C(=O)Nc1nnc(S(=O)(=O)N2CCCCCC2)s1	105.4	4.2	109.0	3.0	107.8	102.5	-115.7	105.3
58	Cc1cc(C(=O)N/N=C\C(Br)=C\c2ccccc2)c(C)o1	113.9	2.8	115.2	0.0	111.6	105.6	-14.0	105.6
59	COc1cccc(C2CC(c3ccccc3Cl)Nc3nc(N)nn32)c1 (stereo unspecified)	86.2	0.0	104.6	1.0	100.5	101.1	-9.3&0.9	103.2
60	CSc1nc(Cl)cc(N(CCO)CCO)n1	98.8	-3.0	102.1	1.0	101.2	96.6	-4.0	103.4
61	CN1CCN(C(=O)Nc2cccc3ccccc23)CC1	103.6	0.0	94.0	7.0	101.8	99.8	-14.1	100.1
62	O=C(CCNC(=O)Cn1ccc2ccccc2c1=O)NCCCN1CCOCC1	99.7	-1.1	110.0	0.0	101.8	104.1	-0.2	100.9
63	Cn1cc(C(N)=O)c2ccccc21	95.5	4.0	100.0	0.0	98.7	97.5	0.8	97.2
64	Cc1oc2cc3oc(=O)c(CCC(=O)NCCCN4CCOCC4)c(C)c3cc2c1C	99.7	10.0	103.9	0.0	103.9	98.3	-3.6	98.3
65	CN=C1S/C(=C\c2c(OC)cc(OC)cc2OC)C(=O)N1C	98.0	5.2	122.5	4.0	106.1	102.6	-7.8	89.9
